Screening results (PubChem BioAssay)
MCL1-BIM inh = inhibitors of MCL1 binding to BIM-BH3, primary screen, biochemical, fluorescence polarization | inhibition, % at 10.9 µM | GST-MCL1 / FITC-Bim-BH3 fluorescence polarization | 320,000 compounds, 0.68% hits | AID 2057, 2009 | Induced myeloid leukemia cell differentiation protein Mcl-1 (Homo sapiens), Q07820;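 active = inhibition above the mean inhibition of all tested compounds plus 3 SD, set per campaign, cut at about 40% in these data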;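 also: 0% = DMSO wells and 100% = unlabeled Bim-BH3 peptide control; higher means more loss of mP so more displacement of Bim peptide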
Target sequence (Q07820 whole entry, looked up): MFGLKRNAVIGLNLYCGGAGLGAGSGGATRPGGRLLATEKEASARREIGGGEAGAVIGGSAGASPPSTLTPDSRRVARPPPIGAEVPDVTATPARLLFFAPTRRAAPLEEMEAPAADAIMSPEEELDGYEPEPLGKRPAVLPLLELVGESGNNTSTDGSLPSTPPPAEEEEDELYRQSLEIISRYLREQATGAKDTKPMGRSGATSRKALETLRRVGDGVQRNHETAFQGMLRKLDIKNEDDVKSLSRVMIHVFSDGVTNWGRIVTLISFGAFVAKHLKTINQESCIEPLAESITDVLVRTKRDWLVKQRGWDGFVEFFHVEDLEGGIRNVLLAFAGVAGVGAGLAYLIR
Yeast superoxide = reduction of superoxide in aged yeast, primary screen, HTS | AID 2690, 2010 | 330,000 compounds, 0.18% hits | superoxide response (% of plate mean), % at 10 µM | S. cerevisiae aged cells, superoxide DHE fluorescence; stronger effect = lower value;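 active = superoxide response under a set limit, about three screen SD below normal, cut at about 65% in these data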;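 also: yeast aged for seven days with compound at 30 °C before DHE staining; 100% = average MFI of all compound-treated wells on the plate with controls excluded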
EBNA-1 inhibitor = EBNA-1 DNA-binding inhibitors, primary screen, biochemical, fluorescence polarization. inhibition, % at 14.8 µM. 300,000 compounds, 0.34% hits; in the data active = inhibition above about 28%
Fam108B counter = mouse Fam108B serine hydrolase inhibitors, primary screen, counter-screen for RBBP9 inhibitor project, biochemical, fluorescence polarization | recombinant Fam108B, FP-Rh probe fluorescence polarization | inhibition, % at 9.51 µM | 300,000 compounds, 0.33% hits;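 active = inhibition above the screen mean inhibition plus 3 SD, computed separately per campaign, cut at about 18% in these data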;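 also: inhibitors lower polarization as less probe binds the enzyme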
Efflux pump inh = inhibitors of Candida efflux pumps in yeast, primary screen, S. cerevisiae, Nile Red, multiplex; S. cerevisiae Candida pump triplex; inhibition, % at 10 µM; 330,000 compounds, 0.44% hits; AID 485275, 2010;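 active = plate passing quality check with inhibition over a set limit, or well fluorescence over plate mean plus 4 SD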;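 also: Nile Red retained in pooled yeast measured as flow cytometry median fluorescence; 0% = buffer negative control and 100% = Enniatin B positive control; higher means more Nile Red kept so more efflux inhibition; some compounds called inactive have numbers as strong as hits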
ZTA DNA inh = blocks Epstein-Barr virus ZTA, an EBNA-1 counter-screen. 320,000 compounds, 0.15% hits. P03206. inhibition, % at 11 µM. ZTA-DNA binding, fluorescence polarization; in the data active = inhibition above about 33%
Target sequence (P03206 whole entry, looked up): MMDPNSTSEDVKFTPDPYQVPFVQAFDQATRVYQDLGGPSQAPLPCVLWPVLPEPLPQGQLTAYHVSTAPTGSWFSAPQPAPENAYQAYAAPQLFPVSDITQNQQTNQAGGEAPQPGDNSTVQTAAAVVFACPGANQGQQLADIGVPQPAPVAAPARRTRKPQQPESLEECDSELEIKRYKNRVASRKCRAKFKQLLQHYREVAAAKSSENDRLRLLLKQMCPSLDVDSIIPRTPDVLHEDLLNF
MEX-5 binding = MEX-5 zinc finger RNA-binding disruptors – biochemical, C. elegans, fluorescence polarization, MLPCN library, primary screen. Zinc finger protein mex-5 (Caenorhabditis elegans), Q9XUB2. MEX-5/FITC-TCR2 RNA binding; stronger effect = lower value. activity score (negative = inhibition of binding), % at 10 µM. 300,000 compounds, 0.38% hits. AID 1832, 2009;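 active = inhibition past about -25% in most replicates, and total fluorescence under double the plate's negative control median, limit read from the data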;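 also: 0% = DMSO and -100% = 5 µM competing unlabeled TCR2 RNA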
GLD-1 RNA inh = GLD-1/TGE RNA complex disruptors, primary screen, biochemical, fluorescence polarization | 320,000 compounds, 0.44% hits | purified GLD-1 + fluorescein TGE RNA | inhibition, % at 5.96 µM | Female germline-specific tumor suppressor gld-1 (Caenorhabditis elegans), Q17339;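 active = percent inhibition above a per-plate cutoff, the plate mean of test compounds plus 3 SD, cut at about 30% in these data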;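 also: 0% = DMSO wells with GLD-1 and probe and 100% = wells lacking GLD-1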
Bcl-xL primary = inhibitors of human Bcl-xL, primary screen, biochemical, fluorescence polarization, HTS. 320,000 compounds, 0.7% hits. Bcl-2-like protein 1 (Homo sapiens), Q07817. GST-Bcl-xL / FITC-Bim BH3 peptide fluorescence polarization. inhibition, % at 10.9 µM. AID 2129, 2009;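 active = inhibition above the mean of all tested compounds plus 3 SD, cutoff set per campaign, cut at about 30% in these data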;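 also: 0% = DMSO wells and 100% = unlabeled Bim-BH3 peptide competitor; inhibitors lower millipolarization by displacing the labeled peptide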
Target sequence (Q07817 whole entry, looked up): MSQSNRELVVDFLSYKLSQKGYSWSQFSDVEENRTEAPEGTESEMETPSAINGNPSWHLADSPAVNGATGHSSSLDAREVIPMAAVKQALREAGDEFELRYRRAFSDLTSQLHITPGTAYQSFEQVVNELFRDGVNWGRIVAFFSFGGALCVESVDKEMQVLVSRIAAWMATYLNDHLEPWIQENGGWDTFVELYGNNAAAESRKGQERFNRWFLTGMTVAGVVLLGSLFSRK
Numbers without * were called inactive; . = not tested or not shown.

compound | MCL1-BIM inh | Yeast superoxide | EBNA-1 inhibitor | Fam108B counter | Efflux pump inh | ZTA DNA inh | MEX-5 binding | GLD-1 RNA inh | Bcl-xL primary
N#C/C(=C\c1ccccc1)c1n[nH]c(Cn2cncn2)n1 | 1 | 101 | -1 | 2 | 0.0 | -9 | -2.3 | 3 | 5
Cc1cc(C)c(OCC(=O)OCC(=O)NNC(=O)c2ccccc2F)c(C)c1 | 7 | 107 | . | . | -0.1 | -5 | . | 7 | 4
Cc1ccc(C(C(=O)NC(C)(C)C)N(Cc2ccc3c(c2)OCO3)C(=O)c2ccc(CN3CCOCC3)o2)o1 (stereo not drawn) | 2 | 96 | 0 | -5 | 0.1 | -15 | 1.0 | 3 | 7
C/C(CS(=O)(=O)c1ccccc1)=N\O | -2 | 103 | -4 | -5 | -0.1 | -3 | 0.1 | 7 | -1
Cc1ccccc1CSc1nnc(Cn2c(=O)sc3ccccc32)n1C | 3 | 104 | -1 | -3 | -0.1 | -2 | 1.3 | 0 | 2
O=[N+]([O-])c1ccc(CSc2nnc(SCc3ccc(Cl)cc3)s2)cc1 | -15 | 101 | 8 | -5 | -0.1 | -6 | 1.0 | 2 | -9
O=c1ccc(OCCOc2ccccc2)nn1-c1ccccc1 | 5 | 88 | 1 | -5 | -0.1 | -15 | -4.0 | 4 | -1
COc1ccc(C)cc1S(=O)(=O)N(C)CC(=O)NCc1ccccn1 | 2 | 101 | -9 | -4 | 0.0 | -3 | -1.1 | 2 | 5
CC(C)(C)NC(=O)c1cc2c(ccc3ccccc32)oc1=O | -1 | 95 | -14 | -2 | 0.2 | 3 | 4.2 | 7 | 2
Cc1cccc(OCCCCN2CCNCC2)c1 | 5 | 108 | -5 | 0 | 0.1 | -11 | -0.2 | 3 | 3
CCn1cc(Br)c(C(=O)NC(=S)Nc2ccc(C(=O)OC)cc2)n1 | 14 | 96 | -3 | 3 | 0.4 | 5 | 1.1 | 5 | 7
COc1ccc(-c2c([C@H]3[C@H]4C=CC[C@@H](C)[C@@H]4C(=O)N3Cc3ccccc3)ccc3ccccc23)cc1OC | -2 | . | 7 | 0 | . | 14 | -0.9 | 4 | 3
CO/C=C/C#CC1(O)CCN(C)CC1 | 1 | 102 | -18 | -5 | 0.0 | -5 | -0.4 | -1 | 3
CCOc1cc(/C=C2/C(=O)ON=C2C)cc(Br)c1O | -44 | 96 | -2 | 0 | -0.1 | -2 | 63 | 3 | -21
O=C(Nc1ccc(N=Nc2ccccc2)c(NC(=O)C2CCCO2)c1)C1CCCO1 (stereo not drawn) | -1 | 104 | -23 | 4 | -0.1 | 10 | -2.5 | 3 | 8
Cc1cc(C(C)(C)C)cc(C)c1CCNC(=O)c1ccc[n+]([O-])c1 | 0 | 91 | -3 | 0 | 0.3 | 4 | -0.8 | -4 | -3
COCCn1c(N2CCN(c3ccc(OC)cc3)CC2)nc2c1c(=O)[nH]c(=O)n2C | -9 | 107 | -1 | 3 | -0.1 | 1 | -4.4 | 3 | -8
Nn1c(SCC(=O)Nc2c(F)cc(F)cc2Br)nnc1C1CCCCC1 | 5 | 119 | -15 | -3 | 0.0 | 5 | 0.8 | 8 | 7
O=C(NC1CCCC1)C(c1cccs1)N(C(=O)c1ccco1)c1ccc2c(c1)OCO2 (stereo not drawn) | 7 | 94 | 5 | 1 | -0.1 | -6 | 0.7 | 3 | 0
CCc1ccc2c(c1)C(c1ccc([N+](=O)[O-])cc1)=NNC(c1ccccc1)=N2 | -1 | 98 | 11 | -1 | -0.1 | 10 | 0.7 | -3 | 2
COC(=O)c1ccc(C)c(NC(=O)Cc2coc3cc(OC)ccc23)c1 | -7 | 108 | -15 | -5 | 0.0 | -6 | 3.6 | -3 | -7
CCOc1ccc(N(CC(=O)N2CCN(c3ccccc3F)CC2)S(=O)(=O)c2c(C)noc2C)cc1 | 4 | 118 | 4 | 0 | -0.1 | 10 | -0.3 | -2 | 3
COc1ccc(C(=O)NC2CCN(C(=O)NCc3ccccc3)CC2)cc1 | 3 | 112 | -1 | -3 | -0.2 | 6 | 0.6 | -3 | 5
Cc1c(NC(=O)c2ccccc2N(C)S(=O)(=O)c2ccccc2)c(=O)n(-c2ccccc2)n1C | -3 | 81 | 16 | -2 | 0.2 | -3 | 1.2 | 8 | 2
CCOC(=O)[C@H]1[C@H]2COc3ccc(C)cc3[C@@H]2N2C(=O)c3ccc(F)cc3NC(=O)[C@@]12C | 0 | 102 | -5 | 1 | -0.1 | -8 | . | 1 | 0
Cc1ccc(F)cc1CNC(=O)C1CCC(=O)N(CC2CCCCC2)C1 (stereo not drawn) | -2 | 97 | -11 | 2 | 0.3 | -5 | 0.7 | -5 | 3
CCOc1ccc(CN2CCC(n3nccc3NC(=O)c3ccccc3OC)CC2)cc1 | 6 | 104 | 11 | -3 | -0.1 | 15 | -1.5 | 2 | 7
COc1ccc(NC(=S)Nc2ccc(OC(F)F)cc2)cn1 | 17 | 97 | -5 | 1 | 0.0 | 11 | -1.5 | 7 | 12
Cc1ccc(NC(=O)Cn2cnc3c(cnn3C(C)(C)C)c2=O)cc1 | 7 | 110 | -4 | 0 | -0.1 | -5 | -1.2 | 0 | 4
Cc1ccc(S(=O)(=O)Cc2ccc(C(=O)N3CCN(c4ccc(F)cc4)CC3)o2)cc1 | 1 | 103 | 9 | 1 | -0.1 | 4 | -1.0 | 5 | 4

In a second layout: results already given
> CC(C)(C)NC(=O)c1cc2c(ccc3ccccc32)oc1=O
- MCL1-BIM inh: -1
- Yeast superoxide: 95
- EBNA-1 inhibitor: -14
- Fam108B counter: -2
- Efflux pump inh: 0.2
- ZTA DNA inh: 3
- MEX-5 binding: 4.2
- GLD-1 RNA inh: 7
- Bcl-xL primary: 2

> COC(=O)c1ccc(C)c(NC(=O)Cc2coc3cc(OC)ccc23)c1
- MCL1-BIM inh: -7
- Yeast superoxide: 108
- EBNA-1 inhibitor: -15
- Fam108B counter: -5
- Efflux pump inh: 0.0
- ZTA DNA inh: -6
- MEX-5 binding: 3.6
- GLD-1 RNA inh: -3
- Bcl-xL primary: -7

(listing goes on)
compound | MCL1-BIM inh | Yeast superoxide | EBNA-1 inhibitor | Fam108B counter | Efflux pump inh | ZTA DNA inh | MEX-5 binding | GLD-1 RNA inh | Bcl-xL primary
CCOC(=O)N1CCN(C(=O)Nc2ccc3nc(-c4ccccn4)c(-c4ccccn4)nc3c2)CC1 | 27 | 98 | 13 | 1 | -0.2 | -6 | -2.0 | 27 | 22
N/C(Cc1ccc(Cl)cc1Cl)=N\OC(=O)Cc1ccc(Cl)cc1 | 4 | 100 | 4 | 3 | 0.0 | 9 | -0.2 | 3 | 0
CC(=O)/C(=C\N(C)C)Sc1ccc(Cl)cc1 | 7 | 101 | 3 | 1 | -0.1 | 2 | 0.0 | 6 | 5
Cc1cc(SCC(=O)OC(C)C(=O)N(C)c2ccccc2)nc2ccccc12 (stereo not drawn) | 1 | 107 | -7 | -3 | 0.2 | -11 | 1.0 | 1 | 7
O=C(NCCN1CCOCC1)c1cc2n(n1)C(C(F)(F)F)CC(c1ccc(F)cc1)N2 (stereo not drawn) | 4 | 85 | -7 | -2 | 0.1 | -21 | 2.0 | -1 | 4
CCCCNC(=O)CCCCCNS(=O)(=O)c1ccc(Br)cc1 | 9 | 153 | -3 | -1 | 0.1 | -10 | 0.5 | 4 | 8
COC(=O)c1ccccc1NC(=O)CSc1n[nH]c(CC(C)C)n1 | -6 | 110 | -17 | -4 | 0.6 | 4 | -0.2 | -9 | -5
Cc1ccsc1C1CC(=O)NC2=C1C(=O)CC(C)(C)C2 (stereo not drawn) | -9 | 88 | 7 | -5 | -0.2 | 13 | 1.8 | 5 | -2
CCOC(=O)C1=C(C)NC2=C(C(=O)C(C(=O)OCC)C(c3cccc(OC)c3)C2)C1c1ccccn1 (stereo not drawn) | 5 | 78 | -2 | 13 | 0.0 | 2 | 2.4 | -4 | 2
Clc1ccc(CN(CC2CCCO2)C(c2cccs2)c2nnnn2C2CCCC2)cc1 (stereo not drawn) | 10 | 81 | -9 | 1 | -0.2 | -3 | -0.9 | 9 | 2
COc1ccccc1CNC(=O)C1CCCN(S(=O)(=O)c2cccc3nsnc23)C1 (stereo not drawn) | 0 | 108 | -8 | 4 | -0.1 | -16 | 3.1 | 4 | 3
COc1ccc(/C=C(\C#N)c2c[nH]c3ccccc23)cc1 | -6 | 100 | -5 | 1 | 0.3 | -2 | 0.0 | 9 | 3
O=C(O)c1cccc2c1C(=O)N(C1CCCC1)C2 | -4 | 101 | -4 | -1 | -0.1 | 1 | -0.4 | 10 | 2
Cc1ccc(N(C(=O)c2csnn2)C(C(=O)NC2CCCC2)c2cccnc2)cc1 (stereo not drawn) | 5 | 91 | 5 | 0 | -0.2 | 1 | 1.5 | 5 | 6
O=C(Cc1coc2ccc3ccccc3c12)Nc1nnc(C2CC2)s1 | 3 | 91 | 15 | -4 | 0.0 | 0 | 0.0 | -6 | -3
CC1Cc2ccccc2N1C(=O)COC(=O)c1cccnc1Cl (stereo not drawn) | 2 | 86 | 11 | 2 | 0.0 | 0 | 0.6 | -3 | 0
O=C(COc1ccc(F)cc1Cl)Nc1ccc(S(=O)(=O)Nc2nccs2)cc1 | 4 | 101 | -3 | 1 | -0.1 | -4 | -2.7 | 2 | 8
Cc1ccc(N(CCC#N)C(=O)COC(=O)c2nc3nc(C)cc(C)n3n2)cc1 | -5 | 95 | -2 | -4 | 0.0 | -1 | 4.1 | 1 | 2
Cc1c(NC(=O)/C=C/c2ccc(S(=O)(=O)N3CCOCC3)cc2)c(=O)n(-c2ccccc2)n1C | 4 | 94 | 5 | 1 | -0.1 | -8 | 2.8 | 4 | 3
Cc1ccc(C(=O)N(CC(C)C)c2nc3ccccc3s2)o1 | -3 | 109 | 16 | -5 | 0.0 | 16 | -2.7 | 6 | -1
C(=C\c1ccccc1)/CNCC1CCCO1 (stereo not drawn) | 5 | 116 | 1 | 3 | 0.0 | -8 | -3.0 | 6 | 0
CN(Cc1ccc(F)cc1)C(=O)CCc1nnc(-c2ccccc2)o1 | -3 | 91 | -6 | -2 | 0.3 | 14 | 2.0 | 2 | 3
CCOc1ccc2[nH]c3c(NCCN(CC)CC)ncnc3c2c1 | -16 | 100 | 9 | -2 | -0.1 | -4 | -0.2 | -1 | -6
Nc1ccc2c(c1)sc1ccccc12 | 4 | 97 | -3 | -1 | 0.1 | 5 | -0.3 | 2 | -1
CCCCSc1nc2ccccc2n1CC(=O)O | 3 | 104 | 2 | 0 | -0.1 | -8 | 0.5 | 2 | 3
COc1ccc(C(=O)CCC(=O)N2CCN(c3ccccc3)CC2)cc1 | -7 | 95 | -5 | 2 | -0.2 | -8 | 1.4 | 1 | -2
COc1ccc(-c2noc(CSc3nc(N)cc(=O)[nH]3)n2)cc1 | 0 | 100 | 6 | -3 | 0.0 | 2 | 0.1 | 2 | 4
O=C(NCCc1c[nH]c2ccccc12)/C(=C/c1cccnc1)NC(=O)c1ccccc1 | 4 | 92 | -10 | 5 | 0.0 | -10 | 2.1 | -2 | 3
c1nc(N2CCCCC2)c2[nH]cnc2n1 | 1 | 99 | 3 | -5 | -0.1 | 0 | -4.9 | 9 | -1
